Source: PubChem BioAssay (Sanford-Burnham Center for Chemical Genomics)
tim23-1 inh: growth inhibitors of tim23-1 mutant yeast; inhibition, % at 20 µM; hit rate 1.3% among 330,000; S. cerevisiae tim23-1 growth, BacTiter-Glo luminescence, 24 h;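 active = growth inhibition of the mutant yeast at or above 50%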;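 also: temperature-sensitive mutant grown at 25 °C; plate controls were DMSO-treated mutant yeast for no effect and medium wells lacking yeast for full effect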
Mdm2-MdmX inh: inhibitors of human Mdm2/MdmX interaction. O15151+Q00987. SaOS-2 split-luciferase Mdm2/MdmX complementation, luminescence. inhibition, % at 8 µM. hit rate 3% among 330,000. AID 485346;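 active = inhibition of at least 50% at 8 µM in the primary screen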
APJ ag: APJ receptor agonism; AID 2520; hit rate 0.11% among 330,000; CHO-K1 APJ PathHunter beta-arrestin, luminescence; 0% DMSO wells, 100% apelin; P35414; activation, % at 20 µM;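 active = activation more than six SD over the plate average, tested at 20 µM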;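 also: 0% = DMSO alone and 100% = apelin-13 at 10 nM; some results filed as inactive read as strong as hits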
Target sequence (P35414 whole entry, looked up): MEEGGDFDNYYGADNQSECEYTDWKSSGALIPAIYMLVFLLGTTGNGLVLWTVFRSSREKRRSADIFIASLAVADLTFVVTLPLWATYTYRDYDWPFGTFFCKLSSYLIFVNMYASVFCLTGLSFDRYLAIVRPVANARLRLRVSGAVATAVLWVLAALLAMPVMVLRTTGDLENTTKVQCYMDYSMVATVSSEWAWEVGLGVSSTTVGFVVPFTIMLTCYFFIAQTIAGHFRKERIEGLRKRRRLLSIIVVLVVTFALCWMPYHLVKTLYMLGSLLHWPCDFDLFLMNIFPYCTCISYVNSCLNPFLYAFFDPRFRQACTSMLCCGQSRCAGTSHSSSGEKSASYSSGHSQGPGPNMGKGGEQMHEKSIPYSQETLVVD
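Incubation: overnight seeding, 90 min compound at 25 °C, 1 h detection; test system: PathHunter CHO-K1 APJ (AGTRL-1) beta-arrestin reporter cells; amount: 1000 cells/well; doses: one dose, 20 µM compound, 1% DMSO; measured by: beta-gal luminescence; measure: agonist-driven arrestin binding to APJ; benchmarks: negative DMSO alone, positive Apelin-13 at 10 nM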
697 NFkB inh: inhibitors of the PMA/ionomycin-induced NF-kB reporter in 697 B cells; 697 B-cell NF-kB luciferase reporter, 16 h; inhibition, % at 4 µM; hit rate 0.33% among 330,000; AID 435022; in the data active = inhibition above about 35%
APJ antagonist: antagonists of human APJ apelin receptor; hit rate 0.32% among 330,000; CHO-K1 APJ beta-arrestin complementation, luminescence; P35414; inhibition, % at 20 µM;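 active = inhibition above about 40% at 20 µM, limit read from the data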;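 also: cells challenged with 10 nM apelin-13 agonist together with compound; plate controls were apelin-13 plus DMSO wells for no effect and DMSO wells lacking apelin-13 for full effect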
Jurkat NFkB inh: lowers PMA/ionomycin-induced NF-kB signal in Jurkat cells | PMA/ionomycin-induced NF-kB luciferase reporter, luminescence | inhibition, % at 4 µM | hit rate 0.53% among 330,000; in the data active = inhibition above about 50%
XBP1 UPR activ: adaptive UPR (XBP1) activation. CHO-XBP1 luciferase reporter, IRE1-XBP1 UPR activation, luminescence; percent of tunicamycin response, DMSO as zero. activation, % at 20 µM. hit rate 0.33% among 330,000. AID 463104;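 active = versus positive control, 20 µM dose yields 30% or more activation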;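 also: 100% = tunicamycin at 10 µg/mL and 0% = DMSO only wells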
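Material – CHO cell line with stable XBP1 luciferase reporter · Buffer or medium – F12 plus 10% FBS · Compound – single point, 20 µM final compound, 1% DMSO · Schedule – 16-18 h cell attachment at 37 °C, then 6 h compound exposure · Signal – Steady-Glo luminescence read · Benchmarks – high control tunicamycin 10 µg/mL final, low control DMSO vehicle only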
CHOP UPR activ: activators of apoptotic arm of unfolded protein response (CHOP); activation, % at 10 µM; hit rate 0.34% among 330,000; CHO-CHOP luciferase reporter, UPR activation, luminescence; percent of tunicamycin response over DMSO baseline;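 active = at 10 µM dose, activation of 40% or more, normalized to positive control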;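 also: 100% = tunicamycin at 10 µg/mL and 0% = DMSO alone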
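measured by = luciferase luminescence | assay system = CHO-CHOP cells, stable luciferase reporter of PERK-eIF2a-CHOP signalling | amount = 500 reporter cells seeded per well | timing = 6 h compound exposure at 37 °C after overnight seeding | controls = positive tunicamycin 10 µg/mL, negative DMSO alone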
Numbers without * were called inactive; . = not tested or not shown.

SMILES	tim23-1 inh	Mdm2-MdmX inh	APJ ag	697 NFkB inh	APJ antagonist	Jurkat NFkB inh	XBP1 UPR activ	CHOP UPR activ
COc1ccc(C(=O)Nc2nnc(-c3ccco3)s2)cc1	6.7	30.6	-1.2	-145.2	9.1	5.8	-10.4	-6.9
COc1ccc(C(CNC(=O)c2cccc(S(=O)(=O)N(C)c3ccccc3)c2)N2CCCC2)cc1 (centres undefined)	27.4	-1.6	-5.5	-14.1	13.5	-5.6	-1.8	-0.2
CSc1ccc(/C=N/N2CCN(C)CC2)cc1	14.9	-20.4	-0.3	-42.5	3.7	-88.0	-0.5	2.5
COc1ccc(OC)c(C2c3[nH]c4ccccc4c3C[C@H]3C(=O)N(C4CC4)CC(=O)N23)c1 (some centres undefined)	8.1	18.7	-2.5	4.9	7.1	2.9	-5.8	-0.8
CC(=O)c1cc2c(=O)c3ccccc3oc2nc1C	12.5	-2.5	-4.9	-11.1	11.8	-6.0	3.0	5.5
Fc1cccc2sc(Nc3nc4cc5c(cc4s3)OCCO5)nc12	15.8	-31.8	-1.4	-167.5	13.4	-137.3	1.2	4.9
CCn1cc(C(=O)NCCCOC(C)C)c(=O)c2cc(S(=O)(=O)N3CCOCC3)ccc21	12.0	18.4	1.4	10.9	19.8	13.6	-6.8	1.7
Cc1ccccc1Cn1c(CN2CCN(C(=O)c3ccco3)CC2)nc2c1c(=O)n(C)c(=O)n2C	21.5	13.0	-1.6	3.0	16.3	2.7	0.0	1.2
COc1cccc(-c2csc(N3CCN(C(=O)Nc4ccccc4Cl)CC3)n2)c1	29.5	10.1	-3.9	15.1	-4.6	-2.9	-3.4	-0.1
Cc1ccc(CNC(=O)COC(=O)C2CC2)cc1	4.0	-9.8	-1.8	-4.0	-2.7	-2.5	4.1	0.1
CN(CCC#N)C(=O)COC(=O)c1ccc(Cl)c(S(=O)(=O)N(C)c2ccccc2)c1	10.2	-16.4	-1.8	-4.2	2.8	-2.3	-3.3	-0.6
O=[N+]([O-])c1cc([N+](=O)[O-])c2cc(-c3cccnc3)[nH]c2c1	-6.2	-14.4	6.2	10.4	5.3	6.3	-1.6	-2.1
COc1ccc(CN(C)CC(=O)c2c(N)n(Cc3ccccc3)c(=O)n(C)c2=O)c(OC)c1	18.9	20.9	1.6	-8.8	19.6	-0.7	-0.3	2.4
COc1ccc(C(=O)c2ccc(OC)c(OC)c2)cc1	17.3	19.3	0.3	11.8	9.4	-10.7	2.2	-0.9
O=C(CN1C(=O)C2CC=CCC2C1=O)Nc1nnc(SCc2ccc(F)cc2)s1 (centres undefined)	6.7	0.8	-4.7	12.5	5.7	8.5	-1.9	1.4
CNS(=O)(=O)c1cc(NC(C)=O)c(C)cc1C	7.0	9.4	3.2	26.6	2.7	-2.6	-1.4	3.5
O=C(NCC1OCCCN1S(=O)(=O)c1cc(F)ccc1F)C(=O)NC1CCCC1 (centres undefined)	-8.7	8.7	-1.0	-6.7	-1.2	1.5	-2.8	2.3
CCS(=O)(=O)c1ccc2oc(SCC(=O)NCCc3ccccc3)nc2c1	10.3	-11.8	-0.8	5.3	1.1	11.1	0.2	-2.9
O=C(COc1cccnc1[N+](=O)[O-])Nc1cccc(S(=O)(=O)N2CCCCC2)c1	-5.6	-12.4	2.7	-12.6	-4.3	9.9	-2.3	0.7
CCN(C(=O)COC(=O)c1c(C)nn(-c2ccccc2)c1C)C1CCS(=O)(=O)C1 (centres undefined)	5.5	11.9	-1.0	-13.0	-3.0	-38.2	0.7	1.5
Cc1[nH]c2ccccc2c1CCC(N)=O	1.4	-20.9	-1.8	-2.0	-11.8	-9.2	-1.0	-1.4
Cc1ccc(NC(=S)NCC2CCCO2)c(OC(F)F)c1 (centres undefined)	4.6	-16.6	-2.8	-37.6	9.5	3.0	-1.3	0.7
CC(C)CNC(=O)c1nc(-c2ccccc2)n(-c2ccccc2)n1	16.0	-33.3	-2.2	-3.7	19.2	-9.4	-4.7	-0.5
Cc1cc(C(=O)NN=C(Cc2ccccc2)Cc2ccccc2)c(C)o1	21.5	15.0	2.7	9.8	-2.5	-5.7	-5.1	-1.9
CCN=c1scc(C)n1/N=C/c1ccc(O)c(O)c1O	33.7	8.4	1.9	-2.4	-14.8	-13.7	7.2	78.7*
CCOC(=O)C1=C2SCCN2C(=O)C(C#N)C1(C)C (centres undefined)	-2.1	9.8	-1.5	26.2	-4.2	2.4	-1.5	-0.6
COC(=O)C1CSC(C(=O)OC)N1C(=O)Nc1ccc(Cl)cc1 (centres undefined)	11.6	-6.3	-3.0	10.3	-19.0	-3.5	1.0	1.3
NC1=NC[C@H](Cc2ccccc2)N1CCc1cccc(F)c1	9.2	11.5	-1.2	4.7	22.4	10.0	-0.8	-0.8
CCN1C(=O)N[C@@H](c2cccc(C(F)(F)F)c2)[C@H](C(=O)OC)[C@H]1C	17.7	11.0	-6.4	-4.3	12.0	-2.8	0.0	0.7
Cc1c(Nc2nc3ccccc3nc2NS(=O)(=O)c2ccccc2)c(=O)n(-c2ccccc2)n1C	11.3	9.1	-3.6	4.5	15.4	5.5	-1.2	-0.2

Compound profiles, as listed above. Values in the order: tim23-1 inh | Mdm2-MdmX inh | APJ ag | 697 NFkB inh | APJ antagonist | Jurkat NFkB inh | XBP1 UPR activ | CHOP UPR activ
Shown for Cc1ccc(NC(=S)NCC2CCCO2)c(OC(F)F)c1 (centres undefined) : 4.6 | -16.6 | -2.8 | -37.6 | 9.5 | 3.0 | -1.3 | 0.7
Shown for COC(=O)C1CSC(C(=O)OC)N1C(=O)Nc1ccc(Cl)cc1 (centres undefined) : 11.6 | -6.3 | -3.0 | 10.3 | -19.0 | -3.5 | 1.0 | 1.3

Next part
SMILES	tim23-1 inh	Mdm2-MdmX inh	APJ ag	697 NFkB inh	APJ antagonist	Jurkat NFkB inh	XBP1 UPR activ	CHOP UPR activ
COc1cc(/C=N/NC(=O)c2cccc3ccccc23)ccc1OCC(N)=O	2.4	-26.7	-0.9	11.3	-0.1	-10.2	0.6	-0.3
CCN(CC)S(=O)(=O)c1cccc(C(=O)NCC2(N3CCOCC3)CCCCC2)c1	-8.6	18.3	-5.5	-11.4	13.0	-1.9	2.0	-0.7
Cc1cccc(NC(=O)Cn2c(=O)oc3cc(S(=O)(=O)N4CCCC4)ccc32)n1	-1.9	-1.7	-1.4	5.2	17.9	3.3	-2.1	0.4
CCN(C[C@H]1N[C@@](Cc2ccccc2)(C(=O)OC)[C@H]2C(=O)N(C)C(=O)[C@@H]12)S(=O)(=O)c1ccc(C(C)(C)C)cc1	-0.2	33.4	-4.2	2.9	8.1	3.7	-2.6	0.8
CCOCCCNCc1ccc(OCc2ccccc2C)c(OC)c1	-5.9	33.7	-2.8	11.2	-7.2	-1.0	-0.7	1.7
COc1cccc(C(=O)c2ncc(C(F)(F)F)cc2Cl)c1	8.8	1.8	0.4	-1.3	-20.3	-20.5	-0.9	0.4
Cc1cccc(-n2c(C)cc(C=C3C(=O)c4ccccc4C3=O)c2C)c1	5.5	47.9	-5.5	-27.9	1.1	-3.1	-5.8	-4.1
Cc1cccc2cc(C#N)c(SCC(=O)NCc3cccs3)nc12	-8.5	2.4	0.2	-35.9	9.4	-18.5	-0.6	0.8
COc1ccc(NS(=O)(=O)c2cn(C)cn2)cc1OC	5.4	-15.8	-0.7	-18.1	5.1	8.8	-3.9	0.0
O=C(Nc1cccc(Cl)c1)c1cccnn1	20.0	-11.6	-5.8	1.1	12.7	-4.3	2.5	0.3
CCCNC(=O)C(Cc1ccc(C(F)(F)F)cc1)NC(=O)c1ccc(C#N)cc1 (centres undefined)	1.4	14.0	-2.3	-18.4	1.2	-1.7	-0.6	-1.1
CCc1cccc(NC(=S)N(CCCN2CCOCC2)C(C)c2cc3cccc(OC)c3o2)c1 (centres undefined)	17.4	10.2	-0.3	14.6	-1.7	-5.4	-0.4	0.4
COc1ccccc1CN1CC(C(=O)NCc2cnn(C)c2)CCC1=O (centres undefined)	4.7	21.1	-6.8	5.2	2.0	8.0	-0.3	0.8
COc1ccccc1OCCCC(=O)Nc1nccs1	13.6	-30.3	-2.7	-12.5	1.9	-59.0	0.8	-0.9
CN(C)c1ccc(/C=C/C#N)cc1	23.0	-2.4	7.2	2.6	-21.5	4.0	-0.5	0.9
CCCCOc1ccccc1-c1ccccc1CN1[C@@H](C(C)C)COCCS1(=O)=O	46.2	27.7	.	8.7	.	.	0.4	6.8
CC(C)(C)c1cc(CNC2CS(=O)(=O)C[C@@H]2O)cc(C(C)(C)C)c1O (some centres undefined)	19.4	8.1	-3.5	-0.4	2.2	1.2	0.5	-0.9
CCc1ccc2nc(NC(=O)c3cc(C)on3)sc2c1	45.8	11.8	0.7	-112.6	-3.9	-29.6	7.9	1.3
Nc1ccc(S(=O)(=O)c2ccccc2)nc1	-2.7	5.0	-1.7	1.5	7.0	-2.6	1.1	0.0
O=C(NCc1ccccc1Cl)c1ccncc1	-3.1	28.0	-0.9	9.9	9.1	8.7	-2.4	-2.1
CC(C)(C)n1nc(C2CC2)cc1NC(=O)Nc1ccc(Cl)cc1	13.3	-35.6	0.8	11.1	-0.9	-10.9	3.9	2.0
O=c1c(NCCc2ccccc2)c(-c2ccccc2)c1=O	1.4	6.1	1.4	-27.8	-4.3	-5.5	-2.6	0.7
COc1cccc(C(=O)Nc2cc(Cl)c(O)c(Cl)c2)c1	19.8	-31.6	-4.0	-17.7	-0.2	-1.3	0.8	2.1
CCCCOc1ccc(C(NC(=O)OCC)NC(=O)OCC)cc1	12.8	15.4	1.6	-26.8	-14.8	-3.0	-1.3	-2.8
O=C(O)/C=C/C(=O)NCCCc1ccccc1	2.7	4.1	-2.3	12.1	-16.3	3.6	-5.1	-0.1
Cc1ccc(C)c(Oc2coc3cc(OC(=O)c4cccs4)ccc3c2=O)c1	25.7	-4.9	3.0	5.0	-1.3	5.2	-2.1	1.4
Cc1ccc(C23CC4CC(CC(NC(=O)N5CCN(C)CC5)(C4)C2)C3)cc1	19.4	26.7	-3.2	-5.8	3.2	-2.2	0.6	-0.2
CCOc1ccccc1CNC(=O)c1cc2oc3ccccc3c2n1CC	20.3	93.0*	2.6	-279.9	-18.0	-19.0	5.0	-1.4
Cc1cccc(Oc2sc(C(=O)c3ccccc3)c(N)c2C#N)c1C	24.8	15.6	-2.4	-2.8	-6.7	-3.0	1.7	0.5
CCOc1ccc2nc(NC(=O)CSc3nc4cccnc4n3C)sc2c1	34.4	-13.5	-2.0	-13.3	18.8	-1.7	-0.8	-0.1
Cc1cccc(/C(N)=N/OC(=O)C23CC4CC(CC(C4)C2)C3)c1	67.8*	34.2	-0.9	-103.6	-1.9	-67.4	5.2	2.7
Cc1cc(C)c(S(=O)(=O)Nc2ccc(O)cc2)cc1C	8.8	18.3	3.7	-11.2	-7.4	3.1	-0.6	-2.4
COCC(=O)Nc1ccc2nc3n(c(=O)c2c1)CCCCC3	4.8	20.9	-3.3	8.4	-20.8	-3.2	3.7	1.1

Sorted by the number under Jurkat NFkB inh (falling): 6 of the compounds above.
Compound | Jurkat NFkB inh
O=C(NCc1ccccc1Cl)c1ccncc1 | 8.7
Cc1ccc(C)c(Oc2coc3cc(OC(=O)c4cccs4)ccc3c2=O)c1 | 5.2
CC(C)(C)c1cc(CNC2CS(=O)(=O)C[C@@H]2O)cc(C(C)(C)C)c1O (some centres undefined) | 1.2
CCCCOc1ccc(C(NC(=O)OCC)NC(=O)OCC)cc1 | -3.0
O=c1c(NCCc2ccccc2)c(-c2ccccc2)c1=O | -5.5
CCc1ccc2nc(NC(=O)c3cc(C)on3)sc2c1 | -29.6
